Assay outcomes (PubChem)
Granule exo inh = lytic granule exocytosis inhibition | TALL-104 LAMP-1 surface exposure, flow cytometry; cells stimulated with thapsigargin and PMA | inhibition, % at 10 µM | hit rate 0.66% among 360,000;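 active = inhibition above about 55%, limit read from the data; inconclusive = no clear call, values can overlap the other calls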
CaV13 ICDI inh = Disruptors of the CACNA1D IQ motif to Ca2+-dependent inactivation inhibitor domain association, primary screening, Förster resonance energy transfer in intact living …; AID 743397; inhibition, % at 12.3 µM; HEK cells, CFP/YFP FRET ICDI-IQ, plate reader, 10 min; percent FRET-ratio fall versus neutral wells; hit rate 0.098% among 340,000;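 active = mean replicate inhibition of at least 30% and at least 1% of replicates passing that level; inconclusive = only one of the two criteria is met; inactive = neither criterion is met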;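 note: 0% = median of the neutral control wells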
hiPSC survival = enhancers of human iPSC single-cell survival. hit rate 0.044% among 360,000. survival enhancement, % at 20 µM. hiPSC single-cell survival, ATPlite luminescence; 100% = ROCK inhibitor wells, 0% = DMSO. AID 602274; in the data active = survival enhancement above about 18%;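 note: cells exposed to compounds for 16 hours before the ATP read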
HTR2A ag = mouse HTR2A agonism via beta-arrestin recruitment | activation, % at 7.6 µM | CHO-K1 mHTR2A beta-arrestin complementation, luminescence; percent of 30 µM serotonin response | hit rate 0.66% among 360,000 | AID 624169 | P35363;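 active = activation above a run cutoff, the mean activation of all tested compounds plus 3 SD, cut at about 14% in these data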;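 note: 0% = plate median of compound wells and 100% = 30 µM serotonin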
Glyco luc inh = blocks N-linked glycosylation in D54 reporter cells. D54 ERlucT glycosylation luciferase reporter, 24 h; percent of 100 nM tunicamycin response. reporter increase, % at 12.5 µM. hit rate 0.23% among 360,000. AID 588692;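 active = mean luciferase reporter signal, scaled so untreated is 0 and the glycosylation-blocking control 100, at or above a set limit in every replicate; inconclusive = mean reaches the limit but not every replicate does; inactive = mean below the limit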;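 note: luciferase carries N-glycosylation sites so blocking glycosylation raises the light; 0% = median of neutral control wells and 100% = median of 100 nM tunicamycin wells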
Cardio protect = modulators protecting cardiomyocytes from myocardial damage | AID 588492 | protection from H2O2 cell death, % at 20 µM | H9c2 cardiomyocytes, H2O2 injury protection, ATPLite, 2 h | hit rate 0.63% among 360,000;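 active = compounds giving at least 50% protection of heart cells from peroxide-induced death in the single-dose screen, raw or plate-pattern-corrected value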;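 note: 0% = DMSO wells with peroxide and 100% = DMSO wells without peroxide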
Vif inh = blocks HIV Vif function; inhibition, % at 7.49 µM; HEK293T cells, Vif self-association by quenched fluorescence, imaging, 24 h; AID 602346; hit rate 0.35% among 340,000; in the data active = inhibition above about 50%, passing the limit was not always enough; inconclusive = no clear call, values can overlap the other calls; inactive = below about 31%; note: some results filed as inactive read as strong as hits
ABCB6 inh MLPCN = inhibitors of human ABC transporter ABCB6; hit rate 0.19% among 360,000; K562-ABCB6 porphyrin accumulation, flow cytometry, 1 h; active compounds read low; fluorescence ratio to DMSO, % at 10 µM; AID 602162;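 active = fluorescence ratio to DMSO below 75%, the collection mean minus 3 SD; inconclusive = too few cells collected in the well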;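 note: signal is porphyrin accumulated inside mitochondria; 100% equals median channel fluorescence of DMSO control wells; lower ratio means ABCB6 inhibition with less porphyrin fluorescence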
Target sequence (Q9NP58 whole entry, looked up): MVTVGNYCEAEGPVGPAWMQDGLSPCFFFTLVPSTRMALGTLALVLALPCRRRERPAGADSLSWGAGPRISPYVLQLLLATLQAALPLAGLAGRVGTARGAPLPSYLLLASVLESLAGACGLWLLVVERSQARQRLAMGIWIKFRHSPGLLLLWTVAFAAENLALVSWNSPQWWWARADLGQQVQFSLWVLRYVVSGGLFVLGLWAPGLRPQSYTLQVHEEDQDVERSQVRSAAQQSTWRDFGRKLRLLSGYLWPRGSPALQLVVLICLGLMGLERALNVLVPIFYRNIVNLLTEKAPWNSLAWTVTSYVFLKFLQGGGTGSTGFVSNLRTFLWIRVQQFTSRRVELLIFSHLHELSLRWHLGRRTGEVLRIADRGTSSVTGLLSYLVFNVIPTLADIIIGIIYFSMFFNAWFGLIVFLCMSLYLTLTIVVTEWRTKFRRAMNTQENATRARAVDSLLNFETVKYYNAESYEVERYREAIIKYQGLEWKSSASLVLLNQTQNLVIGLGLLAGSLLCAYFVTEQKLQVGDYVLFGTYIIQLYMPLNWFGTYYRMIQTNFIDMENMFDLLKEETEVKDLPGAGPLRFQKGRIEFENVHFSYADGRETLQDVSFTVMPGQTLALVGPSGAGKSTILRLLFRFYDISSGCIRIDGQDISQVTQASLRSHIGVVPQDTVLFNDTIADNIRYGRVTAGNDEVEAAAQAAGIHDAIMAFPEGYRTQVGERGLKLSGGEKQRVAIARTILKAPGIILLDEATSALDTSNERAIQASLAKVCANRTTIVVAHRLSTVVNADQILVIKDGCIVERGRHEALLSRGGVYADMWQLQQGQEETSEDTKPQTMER
PDI turbidity = inhibitors of human protein disulfide isomerase. P07237. PDI insulin aggregation turbidity, A650, 90 min. inhibition, % at 10 µM. hit rate 0.052% among 350,000. AID 588391;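 active = mean inhibition across replicates of 30% or more, whatever share of single replicates reach that level; inconclusive = mean inhibition below 30% while every single replicate reaches 30%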;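 note: absorbance from insulin aggregation driven by PDI reduction with DTT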
aDG glyco act = increases alpha dystroglycan glycosylation; AID 624168; Pro5-aDG cells, alpha-DG glycosylation AlphaScreen (IIH6); 0% Pro5, 100% B10-LARGE cell signal; hit rate 0.22% among 360,000; activation, % at 10 µM;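 active = activation of at least 8% versus controls, or a plate z-score of at least 8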;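 note: Pro5 are CHO cells carrying HIG-tagged alpha-DG that lacks glycosylation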
The depositor's hits bear a star.

For COc1ccc(C(=O)c2coc(-c3ccccc3C(=O)O)c2C(=O)O)cc1 the results were Granule exo inh -1, CaV13 ICDI inh -7, hiPSC survival 0.8, HTR2A ag 1, Glyco luc inh 2, Cardio protect 2, Vif inh -1, ABCB6 inh MLPCN 99, PDI turbidity 2 and aDG glyco act -0.1.
O=C(O)c1ccc(NS(=O)(=O)Cc2ccc(Cl)c(Cl)c2)cc1 was read as Granule exo inh 0, CaV13 ICDI inh -5, hiPSC survival -0.9, HTR2A ag 4, Glyco luc inh 0, Cardio protect 1, Vif inh 12, ABCB6 inh MLPCN 94, PDI turbidity 9 and aDG glyco act 0.0.
For CCN1CCN(C(c2cccs2)C(C)NC(=O)C(C)C)CC1 (centres undefined) the results were Granule exo inh -4, CaV13 ICDI inh -6, hiPSC survival 2.4, HTR2A ag -1, Glyco luc inh 0, Cardio protect 5, ABCB6 inh MLPCN 101 and aDG glyco act 0.2.
Screening Cc1cc(C(=O)CN2C(=O)C(=O)N(Cc3ccccc3)C2=O)c(C)n1CC1COc2ccccc2O1 (centres undefined) returned Granule exo inh 0, CaV13 ICDI inh -1, hiPSC survival 1.6, HTR2A ag 0, Glyco luc inh 0, Cardio protect -5, Vif inh 3, ABCB6 inh MLPCN 97, PDI turbidity -1 and aDG glyco act 1.7.
CCCCNC(=O)C1CCN(S(=O)(=O)c2cnc[nH]2)CC1 was read as Granule exo inh 0, CaV13 ICDI inh -5, hiPSC survival -0.2, HTR2A ag 1, Glyco luc inh -2, Cardio protect 3, Vif inh inconclusive, ABCB6 inh MLPCN 107, PDI turbidity -2 and aDG glyco act -0.1.
`O=C(Nc1ccncc1)c1ccc(Cl)c(Cl)c1` gave Granule exo inh -5, CaV13 ICDI inh -3, hiPSC survival -0.2, HTR2A ag 2, Glyco luc inh -1, Cardio protect -4, Vif inh -3, ABCB6 inh MLPCN 99, PDI turbidity 9 and aDG glyco act 0.2.
Screening O=C(CSc1n[nH]c(-c2ccc(Br)cc2)n1)NC1CCCC1 returned Granule exo inh -2, CaV13 ICDI inh -2, hiPSC survival -0.3, HTR2A ag 3, Glyco luc inh -2, Cardio protect 0, Vif inh -15, ABCB6 inh MLPCN 102, PDI turbidity -10 and aDG glyco act 0.0.
For Nc1ncnc2c1ncn2[C@@H]1O[C@H](COP(=O)(O)O)[C@@H](O)[C@H]1O the results were Granule exo inh -1, CaV13 ICDI inh -5, hiPSC survival 5.4, HTR2A ag -9, Glyco luc inh 1, Cardio protect 41, Vif inh 106*, ABCB6 inh MLPCN 99, PDI turbidity 0 and aDG glyco act -0.1.
COc1ccc(Cl)cc1N1C(=O)[C@@H]2C(c3cccc(OC)c3OC)=NO[C@@H]2C1=O was read as Granule exo inh 0, CaV13 ICDI inh -4, hiPSC survival 2.5, HTR2A ag -1, Glyco luc inh 1, Cardio protect 4, Vif inh -1, ABCB6 inh MLPCN 100, PDI turbidity 0 and aDG glyco act -0.2.
For C/C(=C\c1ccco1)C1C(C#N)=C(N)Oc2n[nH]c(-c3ccccc3)c21 (centres undefined) the results were Granule exo inh 8, CaV13 ICDI inh -8, hiPSC survival 1.7, HTR2A ag -5, Glyco luc inh -1, Cardio protect 13, Vif inh 9, ABCB6 inh MLPCN 100, PDI turbidity -1 and aDG glyco act 0.0.
For COc1ccc(NS(=O)(=O)c2cc(N=Nc3c(O)[nH]c(=O)[nH]c3=O)ccc2Cl)cc1 the results were Granule exo inh 0, CaV13 ICDI inh -9, hiPSC survival 0.3, HTR2A ag 4, Glyco luc inh 2, Cardio protect 2, Vif inh 14, ABCB6 inh MLPCN 90, PDI turbidity 9 and aDG glyco act -0.3.
`CCCNS(=O)(=O)c1ccc(NC(=O)Cc2cccs2)cc1` gave Granule exo inh -4, CaV13 ICDI inh 0, hiPSC survival 4.2, HTR2A ag -1, Glyco luc inh -1, Cardio protect -6, ABCB6 inh MLPCN 117, PDI turbidity 0 and aDG glyco act 0.0.
For COc1ccc(CNC(=O)C2CC(c3ccccc3[N+](=O)[O-])=NO2)cc1 (centres undefined) the results were Granule exo inh 0, CaV13 ICDI inh -10, hiPSC survival -1.5, HTR2A ag 0, Glyco luc inh 3, Cardio protect 17, Vif inh 6, ABCB6 inh MLPCN 100, PDI turbidity -19 and aDG glyco act 0.1.
Screening Cc1ccccc1NC(=O)N1C2CCCC1CC(NC(=O)C1CC1)C2 (centres undefined) returned Granule exo inh -1, CaV13 ICDI inh -5, hiPSC survival -2.5, HTR2A ag 4, Glyco luc inh 2, Cardio protect 3, Vif inh 11, ABCB6 inh MLPCN 103, PDI turbidity 1 and aDG glyco act 0.1.
COCCCNc1nc2nonc2nc1N(C)CC1CCCN1C (centres undefined) was read as Granule exo inh 1, CaV13 ICDI inh -6, hiPSC survival 0.1, HTR2A ag 4, Glyco luc inh 0, Cardio protect -4, Vif inh 26, ABCB6 inh MLPCN 99, PDI turbidity 10 and aDG glyco act 0.3.
Screening CC(C)(C)C1CCC(OC(=O)C[N+]2(C)CCCCC2)CC1 (centres undefined) returned Granule exo inh 2, CaV13 ICDI inh -4, hiPSC survival 2.5, HTR2A ag -2, Glyco luc inh -1, Cardio protect -1, Vif inh 1, ABCB6 inh MLPCN 97, PDI turbidity 4 and aDG glyco act 0.1.
`CCCn1nc(C(=O)NNC(=O)C2CSC3(C)CCC(=O)N23)c2ccccc2c1=O` (centres undefined) gave Granule exo inh -4, CaV13 ICDI inh -6, hiPSC survival 4.8, HTR2A ag -3, Glyco luc inh 0, Cardio protect 5, Vif inh 20, ABCB6 inh MLPCN 94, PDI turbidity 5 and aDG glyco act 0.1.
`N#CC1=C(N)Oc2n[nH]c(-c3ccc(F)cc3)c2C1c1cccc(OC(=O)N2CCOCC2)c1` (centres undefined) gave Granule exo inh 0, CaV13 ICDI inh -5, hiPSC survival -1.9, HTR2A ag -1, Glyco luc inh -1, Cardio protect 0, Vif inh 2, ABCB6 inh MLPCN 103, PDI turbidity 11 and aDG glyco act 0.2.
`COC(=O)[C@@H](Cc1ccc(O)cc1)NC(=O)[C@H]1CCC(=O)N1C(=O)OCc1ccccc1` gave Granule exo inh -8, hiPSC survival 0.9, HTR2A ag 3, Glyco luc inh 1, Cardio protect -4, Vif inh 21, ABCB6 inh MLPCN 102 and aDG glyco act 4.2.
`CN(CC(=O)Nc1ccc(F)c(F)c1F)C(=O)C1CCCCC1` gave Granule exo inh -3, CaV13 ICDI inh -6, hiPSC survival 2.3, HTR2A ag -3, Glyco luc inh -1, Cardio protect -2, Vif inh -3, ABCB6 inh MLPCN 99, PDI turbidity 3 and aDG glyco act 0.0.
Screening O=C(NC(=S)Nc1ccccc1Cl)C1CC1 returned Granule exo inh -5, CaV13 ICDI inh -6, hiPSC survival -0.4, HTR2A ag 0, Glyco luc inh 1, Cardio protect -2, Vif inh -32, ABCB6 inh MLPCN 98, PDI turbidity 1 and aDG glyco act 0.2.
O=C(O)c1ccccc1NCc1ccsc1 was read as Granule exo inh -1, CaV13 ICDI inh -4, hiPSC survival 0.4, HTR2A ag -5, Glyco luc inh 2, Cardio protect 4, Vif inh 13, ABCB6 inh MLPCN 96, PDI turbidity 0 and aDG glyco act 0.0.
`C=CCOC(=O)c1sc(NC(=O)c2ccc(OC)cc2)nc1C` gave Granule exo inh -1, CaV13 ICDI inh 6, hiPSC survival -0.5, HTR2A ag 3, Glyco luc inh -1, Cardio protect -19, Vif inh -6, ABCB6 inh MLPCN 96, PDI turbidity -7 and aDG glyco act -0.2.
`CCN1CCN(CCC(=O)Nc2cc(C)ccc2C)CC1` gave Granule exo inh -3, CaV13 ICDI inh -4, hiPSC survival -0.1, HTR2A ag 3, Glyco luc inh 2, Cardio protect 2, Vif inh -8, ABCB6 inh MLPCN 100, PDI turbidity -4 and aDG glyco act -0.2.
For C/C(=N\O)C(C)NC(=O)c1ccccc1 (centres undefined) the results were Granule exo inh -2, CaV13 ICDI inh -3, hiPSC survival 0.2, HTR2A ag 1, Glyco luc inh 1, Cardio protect -4, Vif inh -1, ABCB6 inh MLPCN 95, PDI turbidity 10 and aDG glyco act 0.0.
CC(Sc1ccc([N+](=O)[O-])cn1)C(=O)Nc1nccs1 (centres undefined) was read as Granule exo inh -9, CaV13 ICDI inh -3, hiPSC survival 0.4, HTR2A ag 4, Glyco luc inh -1, Cardio protect -3, Vif inh 10, ABCB6 inh MLPCN 100, PDI turbidity -5 and aDG glyco act 0.2.
Nc1ccc(S(=O)C(F)(F)F)cc1 (centres undefined) was read as Granule exo inh 0, CaV13 ICDI inh 3, hiPSC survival 1.6, HTR2A ag -1, Glyco luc inh 3, Cardio protect 2, Vif inh 0, ABCB6 inh MLPCN 105, PDI turbidity -1 and aDG glyco act 0.2.
For CCCN(CC(=O)Nc1ccccc1OC)C(=O)c1ccc(S(=O)(=O)Nc2ccccc2OC)cc1 the results were Granule exo inh -4, CaV13 ICDI inh -18, hiPSC survival -0.6, HTR2A ag -3, Glyco luc inh 0, Cardio protect 2, Vif inh -4, ABCB6 inh MLPCN 99, PDI turbidity 1 and aDG glyco act 0.1.
Screening COC(=O)c1c(NC(=O)/C=C/c2ccc3c(c2)OCO3)sc(C)c1C returned Granule exo inh -7, CaV13 ICDI inh -6, hiPSC survival 2.4, HTR2A ag 3, Glyco luc inh 0, Cardio protect -1, Vif inh 9, ABCB6 inh MLPCN 99, PDI turbidity -30 and aDG glyco act -0.1.
Screening O=C(c1noc2c1CCCC2)N1CCc2c([nH]c3ccccc23)C1c1ccccn1 (centres undefined) returned Granule exo inh -2, CaV13 ICDI inh -5, hiPSC survival -0.9, HTR2A ag -3, Glyco luc inh -4, Cardio protect -9, Vif inh 2, ABCB6 inh MLPCN 103, PDI turbidity 2 and aDG glyco act -0.2.
C[C@H](NC(=O)c1ncn2c1C(=O)N[C@@H](C)C2)C(=O)OC(C)(C)C was read as Granule exo inh -2, CaV13 ICDI inh -4, hiPSC survival 0.7, HTR2A ag -1, Glyco luc inh 2, Cardio protect -5, Vif inh -4, ABCB6 inh MLPCN 97, PDI turbidity -1 and aDG glyco act 0.0.
For COc1cc(/C=C2\SC(=S)N(c3cccnc3)C2=O)ccc1O the results were Granule exo inh -4, CaV13 ICDI inh -4, hiPSC survival -0.5, HTR2A ag 0, Glyco luc inh -1, Cardio protect 1, Vif inh 6, ABCB6 inh MLPCN 103, PDI turbidity 11 and aDG glyco act 0.2.
For O=C(O)C1CCC(CNCc2ccccc2Cl)CC1 (centres undefined) the results were Granule exo inh 11, CaV13 ICDI inh -13, hiPSC survival 0.9, HTR2A ag 1, Glyco luc inh 2, Cardio protect 5, Vif inh -7, ABCB6 inh MLPCN 105, PDI turbidity -1 and aDG glyco act -0.2.
Screening O=C1C2C3c4ccccc4C(Br)(c4ccccc43)C2C(=O)N1c1ccccc1O (centres undefined) returned Granule exo inh -5, CaV13 ICDI inh -4, hiPSC survival 5.5, HTR2A ag 3, Glyco luc inh 0, Cardio protect 4, Vif inh -7, ABCB6 inh MLPCN 99, PDI turbidity -2 and aDG glyco act -0.3.
Screening Cc1ccc(-c2nn3c(C)nnc3s2)cc1NC(=O)c1ccc(Br)o1 returned Granule exo inh -3, CaV13 ICDI inh -2, hiPSC survival 1.2, HTR2A ag 1, Glyco luc inh -2, Cardio protect 19, Vif inh 0, ABCB6 inh MLPCN 104 and aDG glyco act -0.1.
